Lipid storage S3: qHTS Assay for Lipid Storage Modulators in Drosophila S3 Cells. hit rate 0.64% among 320,000. Drosophila S3 cells, BODIPY lipid droplet fluorescence, 18-24 h; cells fed with added oleic acid. lipid storage change, negative = inhibition, % at the top dose, mostly 46.1 µM; hits show Potency in µM. AID 2685; active = well fitted inhibition curve with a large enough effect in the signal ratio, with a control signal flat, not every such curve was filed as active; inconclusive = small, poorly fitted or top-dose-only effect, or effect the other way, or a change in a side signal; the % refers to the signal ratio
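Drosophila S3 cells loaded with oleic acid (400 uM, as added) and compounds at several concentrations; lipid droplets imaged by 488-nm laser-scanning cytometry, 500–530 nm intensity and object ratio to cell channel. Percent activity normalized to 20 uM Triacsin C.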
Lipid storage S3 cell count max: further read-out of Lipid storage S3, marked with its call; cell number change, %; measured here: cell count max response;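 cells counted by Cell Tracker Red CMTPX staining in the red channel; peak over a dose series mostly up to 46.1 µM; percent activity relative to internal control wells on each plate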
* marks the source's active call; other numbers are inactive results; i = inactive; ? = inconclusive; nt = no result given. % is set by controls: 0 for no effect and ±100 for the full control effect; potency is the fitted concentration of half-maximal effect. An excerpt; count on the stated rates, not on these rows.

The first four records as a preview:
SMILES | Lipid storage S3 | Lipid storage S3 cell count max
COc1ccccc1NC(=O)c1nn(-c2ccc(Cl)cc2)ccc1=O | i | nt
CC(C)(C)c1ccc(OCCC(=O)NNC(=O)c2ccccc2)cc1 | i | -19.3
Cc1ccc(C(c2nnnn2C2CCCCC2)N2CCc3ccccc32)cc1 (stereo unspecified) | ? | nt
Cc1nn(-c2ccccc2)c(N2CCCC2)c1/C=N/NC(=O)c1cccc(S(=O)(=O)Nc2ccc(Cl)cc2)c1 | ? | nt

The listing (from the top)
SMILES | Lipid storage S3 | Lipid storage S3 cell count max
COc1ccccc1NC(=O)c1nn(-c2ccc(Cl)cc2)ccc1=O | i | nt
CC(C)(C)c1ccc(OCCC(=O)NNC(=O)c2ccccc2)cc1 | i | -19.3
Cc1ccc(C(c2nnnn2C2CCCCC2)N2CCc3ccccc32)cc1 (stereo unspecified) | ? | nt
Cc1nn(-c2ccccc2)c(N2CCCC2)c1/C=N/NC(=O)c1cccc(S(=O)(=O)Nc2ccc(Cl)cc2)c1 | ? | nt
COc1ccc(OC)c(-c2csc(NC(=O)C3=NN(c4ccccc4)C(=O)CC3)n2)c1 | ? | nt
O=C(Nc1ccncc1)c1cccc(S(=O)(=O)N2CCCC2)c1 | ? | nt
CCOC(=O)C1(CCOc2ccccc2)CCN(Cc2ccc3nonc3c2)CC1 | 15.3% | -7.0
CN(CC(=O)N1CCCC1)S(=O)(=O)c1cc(Cl)ccc1Cl | i | nt
CCOc1ccc(C2=CC(=O)C[C@H](c3ccc(OC)cc3)C2)cc1 | ? | nt
O=C(O)CC12CC3CC(C1)CC(n1ncc(NCc4ccco4)c(Cl)c1=O)(C3)C2 | ? | nt
S=C(NCCc1ccccc1)Nc1ccc(N2CCCCC2)cc1 | 17.3% | -13.6
COc1cc(/C=C/c2ccc3cccc([N+](=O)[O-])c3n2)ccc1OCC#N | 24.1% | -3.1
O=C(CNc1ccc2c(c1)OCO2)N/N=C\c1cn(Cc2ccc(F)cc2)c2ccccc12 | ? | nt
CCOc1ccc2oc(C(=O)OCC(=O)NC(=O)NC)c(C)c2c1 | -6.8% | -6.1
CCOc1cc(C(=O)Nc2ccc(N3CCOCC3)cc2)cc(Br)c1OC | -0.1% | 7.5
CCc1ccc(C2CC(c3ccccc3)n3ncnc3N2)cc1 (stereo unspecified) | ? | nt
CCOC(=O)N1CCN(C(=O)c2c(-c3ccccc3Cl)noc2C)CC1 | ? | nt
COc1ccc(-c2noc(N3CCC(C(=O)N(C)c4ccccc4C)CC3)n2)cc1 | ? | nt
O=C(Cc1cc(=O)[nH][nH]1)N/N=C/C=C/c1ccccc1 | ? | -3.7
COc1ccc(NC2CC(=O)N(c3cccc([N+](=O)[O-])c3)C2=O)cc1 (stereo unspecified) | -4.5% | 13.9
Cc1csc(SCC(=O)N(C)CC(=O)Nc2ccccc2Cl)n1 | ? | nt
Cc1ccccc1OCC(=O)NCC(=O)N/N=C/C=C/c1ccccc1 | ? | nt
O=C(NCCc1c[nH]c2ccccc12)c1cc(Cl)c2c(c1)OCO2 | -23.8% | 7.9
c1ccc2c(N3CCCCC3)nc(N3CCOCC3)nc2c1 | -8.8% | -2.4
O=S1(=O)CCOCCCN1Cc1ccccc1F | 23.1% | 5.7
O=C1c2cccc3c([N+](=O)[O-])ccc(c23)C(=O)N1c1ccc(Cl)cn1 | ? | nt
CCc1ccc(C2c3[nH]c4ccccc4c3CCN2C(=O)c2cc(C)nn2C)cc1 (stereo unspecified) | -9.3% | -2.7
N#C/C(=C\c1ccccc1)c1nc2ncccc2[nH]1 | -25.7% | 5.8
CC(=O)N1c2c(cc(Br)cc2S(=O)(=O)N2CCCCC2)CC1C (stereo unspecified) | ? | nt
S=c1[nH]nc(-c2cnccn2)n1-c1ccccc1 | ? | nt

3 of the entries above in order of the Lipid storage S3 cell count max value, rising:
| SMILES | Lipid storage S3 cell count max |
| --- | --- |
| CCc1ccc(C2c3[nH]c4ccccc4c3CCN2C(=O)c2cc(C)nn2C)cc1 (stereo unspecified) | -2.7 |
| c1ccc2c(N3CCCCC3)nc(N3CCOCC3)nc2c1 | -2.4 |
| O=S1(=O)CCOCCCN1Cc1ccccc1F | 5.7 |

Carrying on:
SMILES | Lipid storage S3 | Lipid storage S3 cell count max
CCOc1cc(CNCCO)cc(Br)c1OCc1ccccc1Cl | 14.1% | -22.6
CC(C)(C)c1ccc(S(=O)(=O)N2CCCCC2)cc1 | 20.2% | -19.4
CC(C)CN(CCCNC(=O)CN1C(=O)COc2ccc(S(=O)(=O)N3CCOCC3)cc21)CC(C)C | ? | nt
N#CCCN(Cc1cccnc1)C(=S)NC(=O)c1ccco1 | 29.5% | -27.8
CCOC(=O)c1c(NC(=O)CNCCOC)sc2c1CCCC2 | -27.9% | -16.8
Cc1cc(C)cc(NC(=O)c2cc(Cl)sc2Cl)c1 | 12.1% | 8.1
O=C(CCNC(=O)C1CCN(S(=O)(=O)c2ccc(F)cc2)CC1)NCc1cccc(Cl)c1 | i | -7.0
CCOC(=O)C1(CC)CC(CSc2nc3ccccc3[nH]2)OC1=O (stereo unspecified) | ? | nt
Cc1cc(Nc2cc(F)ccc2C)n2ncnc2n1 | 27.9% | nt
CCOc1cccc(-c2c(C(=O)N/N=C(\C)c3ccccn3)nnn2-c2nonc2N)c1 | ? | nt
O=C(/C=C/c1ccc2c(c1)OCO2)Nc1nc(-c2ccccc2)cs1 | ? | nt
O=S(=O)(c1ccc(F)cc1)c1nc(-c2ccccc2F)oc1N1CCCCC1 | ? | nt
CCN(CC(=O)Nc1c(F)cccc1F)C(=O)c1ccc(C2SCCS2)cc1 | ? | nt
CCOc1cc(C2NC(=O)CCC2[N+](=O)[O-])cc(Br)c1OCC (stereo unspecified) | -1.3% | -4.1
Cc1ccc(NS(=O)(=O)c2ccc3c(c2)N(C)CCO3)cc1 | i | 5.7
CCCn1c(=O)n(C)c(=O)c2c(SC(C)C(=O)NCC3CCCO3)nc(CC(C)C)nc21 (stereo unspecified) | ? | nt
COc1cc(NC(=O)COc2ccc(F)cc2)nc(OC)n1 | 24.5% | -9.5
Cc1cccc(OCC(=O)N(Cc2ccco2)c2c(N)n(Cc3ccccc3)c(=O)[nH]c2=O)c1 | 27.7% | 10.3
Cc1nc(CC(C)C)cc(C(=O)N2CCCC(Nc3ccc(C)c(C)c3)C2)n1 (stereo unspecified) | 5.8% | 15.7
CS(=O)(=O)c1ccc(Cl)c(NC(=O)COC(=O)C23CC4CC(CC(C4)C2)C3)c1 | ? | nt

The list continues:
Every second line gives: Lipid storage S3	Lipid storage S3 cell count max
- Nc1n[nH]c(-c2ccc(Br)cc2)c1Cl
    -9.0%	-9.2
- c1ccc(CO/N=C(\c2ccc(C3CC3)nc2)C2CC2)cc1
    16.1%	5.4
- CC1=NN(c2ccc(C(=O)OC(C)C)cc2)C(=O)/C1=C\C=C\c1ccco1
    ?	nt
- O=[N+]([O-])/C=C1\CCCCCN1
    -7.1%	-0.7
- C/C(=N/O)c1c(O)c(C)c(-c2ccccc2)n(-c2ccccc2)c1=O
    -6.0%	16.6
- CCN(C(=O)Cn1cnc2c1c(=O)n(C)c(=O)n2C)C1CCCCC1
    5.5%	4.6
- CCCCN1C(C(=O)Nc2ncccn2)=C(O)c2ccccc2S1(=O)=O
    ?	nt
- N#Cc1ccccc1OCCCNC1CCCC1
    ?	nt
- NC(=O)c1nsc(C(=O)N(CC(=O)NCc2ccc3c(c2)OCO3)C2CCCC2)c1N
    0.4%	-18.0
- Cc1onc(-c2ccccc2Cl)c1C(=O)Nc1nnc(-c2ccc(Cl)cc2Cl)s1
    i	nt
- S=c1[nH]nc(-c2cccnc2)n1/N=C/c1ccco1
    -15.6%	1.8
- COc1ccc2cc(CN(CC3COCCO3)S(=O)(=O)c3ccc(Cl)cc3)c(=O)[nH]c2c1 (stereo unspecified)
    2.5%	-23.0
- COc1ccc(C(=O)NC(=S)NC2CCSC2=O)cc1 (stereo unspecified)
    ?	nt
- CC[C@H](C)[C@@H](CNC)NC[C@@H](Cc1ccc(O)cc1)NCC(C)(C)C
    ?	nt
- CC(=O)Nc1ccc(NC(=O)c2ccc(-n3c(C)ccc3C)cc2)cc1
    ?	nt
- CC(C(=O)Nc1ccc(S(=O)(=O)N2CCOCC2)cc1)N1CCN(c2ccccn2)CC1 (stereo unspecified)
    ?	nt
- COc1ccc(C(=O)NCCNc2ccc([N+](=O)[O-])cc2)cc1
    ?	nt
- Cc1ccc(NC(=O)CCl)c(C)c1
    ?	nt
- COc1ccc(CN2CCNC(=O)C2CC(=O)N(C)Cc2ccccn2)cc1OC (stereo unspecified)
    3.7%	10.2
- CCCn1nc(NC(=O)CC(C)C)c2cc3cccc(C)c3nc21
    -2.2%	-7.6
- O=C(Nc1ccccn1)c1ccc(S(=O)(=O)c2ccc(Cl)cc2)cc1
    -11.4%	-21.1
- CCCNC(=O)c1cc(OC)c(OC)cc1[N+](=O)[O-]
    -7.0%	-9.6
- c1ccc(CSc2nnc(SCc3ccccn3)s2)nc1
    ?	nt
- NC(=O)C1CCCN(C(=S)NCc2ccc3c(c2)OCO3)C1 (stereo unspecified)
    ?	nt
- CCCCCCn1c(N2CCC(C(N)=O)CC2)nc2c1c(=O)[nH]c(=O)n2C
    ?	nt
- CCC1(C)Cc2ccccc2-c2nc[nH]c(=O)c21 (stereo unspecified)
    1.1%	-6.1
- CCOC(=O)c1ccc(-n2c(C)nc3c(cnn3-c3ccc(Cl)cc3)c2=O)cc1
    ?	nt
- O=C(COC(=O)CCc1ccc(S(=O)(=O)N2CCCCC2)cc1)Nc1ccc2c(c1)OCO2
    ?	nt
- COc1cc(/C=N/NC(=O)[C@H](Cc2c[nH]c3ccccc23)NC(=O)OCC(C)C)cc([N+](=O)[O-])c1O
    ?	nt
- Cn1c(C(=O)N2CCC(C(N)=O)CC2)cc2cc(Cl)ccc21
    ?	nt
- Cn1c(=O)c2sccc2n(CC(=O)NCCC2=CCCCC2)c1=O
    ?	nt
- CN(Cc1ccccc1)C(=O)c1oc(=O)c2ccccc2c1-c1ccccc1
    9.8%	6.3
- Nc1ccc(N2CCOCC2)c(S(=O)(=O)Nc2cc(Cl)ccc2Cl)c1
    ?	nt
- Cc1ccc2nc3c(cc(C(=O)NC4CCCC4)c(=N)n3C3CCCCC3)c(=O)n2c1
    ?	nt
- COc1ccc(OC)c(NC(=O)Cc2csc(NC(=O)Nc3ccccc3OC)n2)c1
    ?	nt
- C/C(=N\NC(=O)c1ccncc1)c1cccs1
    -0.3%	2.9
- O=C(CNC(=O)c1ccc(S(=O)(=O)N2CCCC2)cc1)N/N=C/c1c(Cl)cccc1Cl
    ?	nt
- COc1ccc(OC)c(NC(=O)Cn2cc(C(=O)c3ccco3)c3ccccc32)c1
    ?	nt
- COc1ccc(CCC(=O)Nc2ccc(Cn3ccnc3)cc2)cc1
    ?	nt
- CCOC(=O)CCC(=O)NNC(=O)c1ccc(NC(=O)c2ccccc2)cc1
    15.2%	0.1
- COc1ccc(NC(=O)C2CCCC2)cn1
    -0.5%	-2.9
- Cc1ccc(NS(=O)(=O)c2c(C)[nH]c(=O)[nH]c2=O)c(Br)c1
    26.5%	-1.4
- Cc1cc(C(=O)O)cc(Br)c1N
    ?	nt
- Cc1c(NC(=O)COc2ncnc3ccccc23)c(=O)n(-c2ccccc2)n1C
    ?	nt
- O=C(COc1ccccc1)NC1CCCCC1
    4.9%	4.6
- CC(=O)c1cc(C#N)c(N2CCOCC2)nc1C
    ?	nt
- C[C@@H]1NC(=O)[C@H](CCCN=C(N)N)NC(=O)c2cc([N+](=O)[O-])cc(I)c2OCC[C@@H](C(N)=O)NC1=O
    0.0%	-12.4
- Cc1cc(N2C(=O)CC(N3CCN(c4ccc(C(=O)c5cccs5)cc4)CC3)C2=O)no1 (stereo unspecified)
    ?	nt
- CN1C(=O)c2cccc3c(S(=O)(=O)Nc4ccccc4F)ccc1c23
    ?	nt
- O=C(N1CCCCC1)N1CCC(c2nc3ccccc3[nH]2)CC1
    ?	nt
- Cc1nn(-c2ccccc2)c2[nH]c(=O)c(CNCC3CCCO3)cc12 (stereo unspecified)
    ?	nt
- CCOc1cc(NC(=O)c2cccs2)c(OCC)cc1NC(=O)CCC(=O)NCCN1CCOCC1
    9.3%	-11.9
- CC(=O)c1cccc(NC(=O)C(C)OC(=O)CCn2c(C)csc2=O)c1 (stereo unspecified)
    ?	nt
- Cc1ccc(Cl)cc1N1CCN(C(=O)c2cc3c(=O)[nH]c4ccccc4c3n2C)CC1
    ?	nt
- COc1ccc(-c2sc3cc(OC)c(OC)cc3c2C#CCCO)cc1
    ?	nt
- CCN1C(=O)/C(=C\N2CCN(c3cccc(Cl)c3)CC2)SC1=S
    15.7%	-0.6
- O=c1[nH]c2cc3c(cc2cc1C(c1nnnn1Cc1ccccc1)N1CCCCCC1)OCCO3 (stereo unspecified)
    -4.0%	-1.6
- Nc1nc(Cl)cc(Sc2ccc(F)cc2)n1
    i	-2.3
- COc1ccc(-c2cc(C(=O)NCC3CCCO3)c3cc(C)ccc3n2)cc1 (stereo unspecified)
    17.2%	3.1
- CCOc1ncccc1C(=O)Nc1nnc(C)s1
    ?	nt
- [O-][N+]1=C(c2cccs2)CN(O)C1
    ?	nt
- COc1cc(NC(=O)c2cccs2)c(C(=O)OCC(=O)NC(=O)NCc2ccccc2)cc1OC
    ?	nt
- [O-][n+]1onc2c1CCc1c-2nc(-c2ccccc2)n1OCc1ccccc1
    ?	nt
